# K1F lysis inhibition: inhibition of K1F phage lysis, E. coli UTI89, bacterial capsule biogenesis inhibitors, alamar blue (AID 488966). E. coli UTI89 K1F phage lysis, alamar blue, 2 h; higher % means a stronger effect. one-dose inhibition, % at 100 µM; IC50 in µM for titrated hits. actives 0.02% (n = 340,000);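 active = phage lysis inhibition, versus mean bacterial control, above a set limit; inconclusive = no clear call, values can overlap the other calls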;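 note: capsule biogenesis inhibitors block K1F phage lysis so surviving cells raise fluorescence; higher fluorescence means more inhibition of phage lysis; actives were called in the ten point dose series up to 300 µM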
# RSV CPE inhibition: RSV antiviral activity via CPE protection, HEp-2 cells, primary 10 µM value included (AID 2391). HEp-2 cells, RSV-induced CPE inhibition; higher % means a stronger effect. actives 0.13% (n = 310,000). CPE inhibition, % at 10 µM; hits with a dose series show IC50 in µM; in the data active = a potency from the dose series; inconclusive = CPE inhibition mostly from about 23% at the one dose, without a potency; inactive = the rest, 99 in 100 with CPE inhibition below about 21%; note: strong numbers were not always called active
# XIAP displacement: XIAP antagonists, biochemical, IAP family, fluorescence polarization (AID 1018). XIAP BIR domain, fluorescence polarization peptide displacement; higher % means a stronger effect. displacement, % at 20 µM, or IC50 in µM where a hit was titrated. E3 ubiquitin-protein ligase XIAP (Homo sapiens). actives 0.007% (n = 200,000); in the data active = displacement above about 50%; note: a part of the inactive calls stands beside numbers as strong as those of hits
# WT yeast gro inh: growth inhibition of WT strain, primary screen, mitochondrial fusion inhibitor project, WT and mutant strains, chemical genetic; mitochondrial fusion phenotypic screen; AID 1362, 2008; inhibition, % at 10 µM; actives 2.1% (n = 190,000); in the data active = inhibition above about 58%; tested in S. cerevisiae
# Yfh1-depleted yeast: enhancers of respiration in Yfh1-depleted yeast, dose response, Friedreich's ataxia, plus single-dose screen (AID 1465). S. cerevisiae Yfh1-off respiration, WST-1 reduction, 72 h; higher fold induction means a stronger effect. actives 0.074% (n = 220,000). one-dose fold induction at 50 µM; EC50 in µM for titrated hits;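 active = fold induction of absorbance versus untreated yeast above a set limit, then at least 30% activation at any dose in follow-up; inconclusive = repeats straddling the limit, or above it without dose testing; inactive = fold induction below the set limit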;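 note: activators that raise dye reduction in frataxin-depleted yeast; strong numbers were not always called active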
# West Nile virus CPE: West Nile virus antiviral activity, cell-based, CPE readout (AID 1621); one-dose CPE inhibition, % at 10 µM; IC50 in µM for titrated hits; West Nile virus-infected cells, CPE inhibition; higher % means a stronger effect; actives 0.02% (n = 290,000); in the data active = a potency from the dose series; inconclusive = CPE inhibition mostly from about 3.7% at the one dose, without a potency; inactive = the rest, 99 in 100 with CPE inhibition below about 2.2%; note: strong numbers were not always called active
# NS5 inhibitors: Dengue-2 NS5 methyltransferase inhibitors, primary screen, biochemical, confirmation dose response (AID 588689); Dengue-2 NS5 methyltransferase capping enzyme assay, biochemical; higher % means a stronger effect; inhibition, % at 25 µM, or IC50 in µM where a hit was titrated; actives 0.3% (n = 340,000); in the data active = a potency from the dose series; inconclusive = inhibition above about 29% without an active follow-up result
# Large T inhibition: SV40 large T antigen inhibitors, biochemical (AID 1903); actives 0.39% (n = 310,000); SV40 large T antigen ATPase/helicase inhibition assay; higher % means a stronger effect; inhibition, % at 20 µM, or IC50 in µM where a hit was titrated; in the data active = a potency from the dose series; inconclusive = inhibition mostly from about 32% at the one dose, without a potency; inactive = the rest, 99 in 100 with inhibition below about 32%; note: strong numbers were not always called active
# CSM14.1 death rescue: rescue of cells from ER stress-induced death, primary screen, 384-well, CSM14.1, thapsigargin, ATP luminescence (AID 1222). 190,000 tested, under 10 active. one-dose cellular ATP content (survival), % at 20 µM; EC50 in µM for titrated hits. CSM14.1 thapsigargin-induced death rescue, ATP luminescence; higher % means a stronger effect;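 active = EC50 below 50 µM in the dose-response confirmation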;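 note: death triggered by thapsigargin at about 15 µM added after 2 h compound pretreatment; cell ATP read after overnight thapsigargin exposure of roughly 18 to 22 hours; normalized against plate controls of thapsigargin alone and 5% DMSO vehicle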
# WT yeast gro inh mutant strain: further read-out of WT yeast gro inh, marked with its call; inhibition, %; mitochondrial fusion phenotypic screen, mutant strain inhibition
# NS5 inhibitors pilot replicate: recorded beside NS5 inhibitors, whose call it bears; inhibition, %; measured here: pilot screen replicate inhibition
# * hit, by the source's call; i = inactive; ? = inconclusive; / = not tested or not shown; [ ] = remark or other dose.
SMILES,K1F lysis inhibition,RSV CPE inhibition,XIAP displacement,WT yeast gro inh,WT yeast gro inh mutant strain,Yfh1-depleted yeast,West Nile virus CPE,NS5 inhibitors,Large T inhibition,CSM14.1 death rescue,others
Cc1onc(-c2c(F)cccc2Cl)c1C(=O)NCc1ccccn1,0.3%,2.1%,-3.5%,18,30,i,-0.4%,-3%,2%,0.4%,
C=CCOn1c(C)c(C(C)=O)c2c3nonc3ccc21,-0.1%,7.8%,-5.2%,3,6,i,0.0%,3%,5%,-1.7%,
O=C(Nc1ccccc1F)c1cccc(C(=O)Nc2ccccc2F)c1,0.0%,3.8%,/,/,/,/,-0.1%,1%,2%,/,
COCCN(C(=O)CSc1n[nH]c(-c2ccccc2)n1)c1c(N)n(CC(C)C)c(=O)[nH]c1=O,1.1%[50 µM],-2.8%,/,/,/,/,/,-3%,6%,/,
Cc1cc(F)ccc1N1CCC(N2CCN(CCC(C)C)C(CCO)C2)CC1 (stereo not drawn),0.1%,5.9%,-7.5%,20,59,i,-0.2%,4%,-8%,-1.4%,
OCCCn1c(-c2ccccc2)n[nH]c1=S,0.1%,1.0%,-4.9%,-9,-7,i,-0.3%,-1%,28%,0.4%,
C/C(=N\NC(=O)c1ccc([N+](=O)[O-])c(C)c1)c1ccccc1Cl,-2.5%,4.6%,-8.4%,6,-13,i,-0.9%,-3%,2%,2.2%,
CCOc1cc(C=O)ccc1OCCn1c([N+](=O)[O-])cnc1C,-0.1%,0.1%,/,/,/,/,0.2%,-7%,4%,/,
Cc1ccc(S(=O)(=O)NCCC(=O)NC2CCCC2)cc1,4.4%,1.5%,-4.1%,32,-2,/,/,-6%,4%,-1.1%,
O=C(CCCN1C(=O)C2CC=CCC2C1=O)Nc1ccccc1Cl (stereo not drawn),0.1%,0.8%,/,/,/,/,-0.1%,-5%,4%,/,

# Structural class, those above containing an NH in an aromatic ring
SMILES,K1F lysis inhibition,RSV CPE inhibition,XIAP displacement,WT yeast gro inh,WT yeast gro inh mutant strain,Yfh1-depleted yeast,West Nile virus CPE,NS5 inhibitors,Large T inhibition,CSM14.1 death rescue,others
COCCN(C(=O)CSc1n[nH]c(-c2ccccc2)n1)c1c(N)n(CC(C)C)c(=O)[nH]c1=O,1.1%[50 µM],-2.8%,/,/,/,/,/,-3%,6%,/,
OCCCn1c(-c2ccccc2)n[nH]c1=S,0.1%,1.0%,-4.9%,-9,-7,i,-0.3%,-1%,28%,0.4%,

# Continuation:
SMILES,K1F lysis inhibition,RSV CPE inhibition,XIAP displacement,WT yeast gro inh,WT yeast gro inh mutant strain,Yfh1-depleted yeast,West Nile virus CPE,NS5 inhibitors,Large T inhibition,CSM14.1 death rescue,others
O=C(Nc1ccccc1C(=O)NCCCN1CCOCC1)c1ccccc1,-0.9%[50 µM],1.0%,/,/,/,/,0.0%,1%,9%,/,
Cc1ccc2c(cnn2C(=O)CCC(=O)NC2CCCCC2)c1,-0.1%,3.2%,/,/,/,/,-0.2%,-3%,8%,/,
Cc1cccc(-n2c(CNC(=O)Cc3ccccc3)n[nH]c2=S)c1,-0.5%,1.4%,-2.7%,4,7,i,2.1%,0%,23%,/,
Oc1ccc(NC(=S)N=Nc2c(O)[nH]c3ccccc23)cc1,0.2%,-1.3%,-0.5%,-5,-2,i,-0.1%,/,37%,6.9%,
COc1ccccc1NC(=S)NC(C)C(c1cccs1)N1CCOCC1 (stereo not drawn),0.5%[50 µM],-1.1%,/,/,/,i,-0.1%,-3%,36%,/,
CC1(C)CC2CC(C)(CN2S(=O)(=O)c2ccc(N)cc2)C1 (stereo not drawn),0.3%,4.5%,-6.7%,-4,6,i,0.0%,0%,-6%,-0.2%,
Cc1ccc(C(C)C)c(OCCCN2CCc3ccccc3C2)c1,0.1%,3.7%,/,/,/,/,-2.1%,-3%,0%,/,NS5 inhibitors pilot replicate=2.1
O/N=C/c1ccc(OCc2ccccc2F)c(Cl)c1,0.9%,-1.9%,1.0%,22,12,i,-0.4%,-1%,-11%,4.3%,
COC(=O)CCC(=O)OC1(C)C(=O)C=C2C=C(C3CC3)N(C3CCCC3)C=C2C1=O (stereo not drawn),0.5%,-0.2%,/,/,/,i,0.0%,13%,1%,/,
COc1ccc(COC(=O)c2ccc(Br)c(S(=O)(=O)N3CCOCC3)c2)cc1F,0.5%[50 µM],8.2%,/,/,/,/,/,4%,13%,/,
CN(C)C(=O)C1Cc2ccccc2CN1S(=O)(=O)c1ccc(F)cc1 (stereo not drawn),0.1%,1.5%,/,/,/,/,-1.0%,-1%,-2%,/,NS5 inhibitors pilot replicate=5.8
COCCSc1nc(N)c2c3c(sc2n1)CN(C)CC3,-0.3%,0.2%,/,/,/,i,-0.1%,5%,7%,/,
CCn1c2ccccc2c2cc(C3C(C#N)=C(C)NC(C)=C3C#N)ccc21,1.6%,?,-3.0%,-6,2,i,1.1%,-5%,2%,-0.7%,
Cc1ccc2nc(-c3ccc(NC(=O)CN4C(=O)NC(C)(c5ccc(OC(F)F)cc5)C4=O)cc3)sc2c1 (stereo not drawn),-1.8%,?,0.8%,11,-2,i,-0.4%,2%,1%,-2.2%,
COc1ccc(OC)c(C2=NS(=O)(=O)N(C)C(C(=O)NCc3ccco3)=C2)c1,0.1%,-1.0%,/,/,/,/,0.1%,-4%,14%,/,
CC(C)n1cc(CN2CCN(CCc3ccccc3)C(CCO)C2)cn1 (stereo not drawn),0.4%,-2.1%,-1.2%,4,5,i,-0.6%,-2%,61%,-0.4%,
Cc1ccc(C(=O)Nc2cccc(NC(=O)c3ccc(C)c([N+](=O)[O-])c3)n2)cc1[N+](=O)[O-],1.2%[50 µM],4.1%,/,/,/,/,1.6%,-4%,5%,/,
CCCCn1nc(CC(=O)NCCN(CC)CC)c2ccccc2c1=O,-1.1%,-1.9%,/,/,/,i,-0.5%,3%,2%,/,
COc1ccc(N(C(=O)c2cccnc2)S(=O)(=O)c2ccc3c(c2)n(C)c(=O)n3C)cc1,0.1%,3.2%,-2.6%,-46,-32,i,-0.1%,-2%,8%,-1.0%,
CN(C)c1ccc(C(O)Cc2nc3ccccc3n2C)cc1 (stereo not drawn),0.3%,-0.3%,/,/,/,/,-0.5%,-1%,13%,/,NS5 inhibitors pilot replicate=-3.0
O=C(COC(=O)C1CCCO1)Nc1cccc(C(F)(F)F)c1 (stereo not drawn),0.2%,1.4%,-0.2%,-7,2,i,0.5%,1%,-1%,-0.8%,
CN(C)/C=C1/Oc2c(ccc3ccccc23)C1=O,-3.5%,10%,-7.9%,3,10,i,0.3%,-4%,11%,-1.0%,
COc1cc(/C=N\NC(=O)CNC(=O)C2COc3ccccc3O2)ccc1O (stereo not drawn),3.4%,1.4%,-3.2%,4,-5,/,/,0%,22%,-1.9%,
COc1ccc(N2C(S)=C(C#N)C(=O)NC2c2ccco2)cc1 (stereo not drawn),1.5%,1.8%,-3.4%,-2,17,i,-0.7%,-1%,36%,3.4%,
CCN(CC)C(=O)COc1ccc(C=O)cc1OC,0.0%,0.8%,-5.4%,-8,-16,i,0.2%,1%,-9%,1.9%,
CCOc1ccc(S(=O)(=O)N(CC)CC(=O)NCc2ccncc2)cc1,0.3%,0.8%,/,/,/,/,-0.4%,5%,3%,/,
CC1CCCCN1C(=O)CSc1nc(C2CC2)nc2c1cnn2-c1ccccc1 (stereo not drawn),-0.2%,18%,-2.5%,17,21,i,-0.4%,-3%,22%,/,
COC(=O)CSc1nc2cc(Cl)ccc2c(=O)n1C1CCCC1,-0.8%,-1.4%,-6.7%,2,-3,i,1.3%,3%,27%,-0.4%,NS5 inhibitors pilot replicate=-1.2
O=C(CSc1nc(=O)n2cc(Cl)ccc2n1)NCCc1ccccc1,1.2%[50 µM],4.9%,/,/,/,/,/,-4%,25%,/,
O=C(Nc1nc2ccccc2[nH]1)c1ccc(Cl)c(S(=O)(=O)N2CCCC2)c1,1.8%,10%,-5.8%,24,23,i,0.7%,3%,23%,-1.6%,

# Structures shown so far that contain two or more sulfur atoms, in the order listed:
SMILES,K1F lysis inhibition,RSV CPE inhibition,XIAP displacement,WT yeast gro inh,WT yeast gro inh mutant strain,Yfh1-depleted yeast,West Nile virus CPE,NS5 inhibitors,Large T inhibition,CSM14.1 death rescue,others
COc1ccccc1NC(=S)NC(C)C(c1cccs1)N1CCOCC1 (stereo not drawn),0.5%[50 µM],-1.1%,/,/,/,i,-0.1%,-3%,36%,/,
COCCSc1nc(N)c2c3c(sc2n1)CN(C)CC3,-0.3%,0.2%,/,/,/,i,-0.1%,5%,7%,/,

# New compounds follow:
SMILES,K1F lysis inhibition,RSV CPE inhibition,XIAP displacement,WT yeast gro inh,WT yeast gro inh mutant strain,Yfh1-depleted yeast,West Nile virus CPE,NS5 inhibitors,Large T inhibition,CSM14.1 death rescue,others
C1CCCN(c2nc3nonc3nc2N2CCCCCC2)CC1,-1.6%,1.9%,-4.1%,-5,0,i,1.5%,-2%,5%,0.7%,
CCOC(=O)c1oc2ccccc2c1NC(=O)CN1CCN(C)CC1,1.8%,0.0%,0.3%,14,13,i,0.7%,-2%,8%,-1.3%,
COC(=O)c1nnn(CC(=O)NC(=O)Nc2cccc(Cl)c2C)c1C(=O)OC,0.5%[50 µM],-0.1%,-5.3%,0,-24,i,0.0%,1%,6%,-5.4%,
COc1ccc(-c2nnc(SCc3nc4ccccc4s3)n2C(C)C)cc1,-0.4%,4.0%,1.4%,-6,-1,i,-0.4%,-7%,12%,-1.8%,
CN(CCOc1ccccc1Cl)Cc1ccccc1,0.2%,-0.2%,/,/,/,/,0.0%,/,7%,/,
Cc1ccccc1N1CCN(c2ncnc3c2cnn3Cc2ccc(Cl)cc2)CC1,1.2%,0.8%,-0.5%,22,3,i,-0.1%,-5%,25%,/,
O=C(O)C(C/C(=N/O)c1ccc(Br)cc1)P(=O)(c1ccccc1)c1ccccc1 (stereo not drawn),0.1%,2.9%,/,/,/,i,0.6%,8%,12%,/,
COC(=O)c1cc(OCC(=O)NC2CCCc3ccccc32)cc(C(=O)OC)c1 (stereo not drawn),0.2%,6.0%,/,/,/,/,-0.4%,-3%,7%,/,
COc1ccc(Cl)cc1NC(=O)[C@@]1(CC(=O)O)CC(/C=C/c2ccccc2)=NO1,-0.1%,0.6%,/,/,/,/,-0.5%,2%,4%,/,
COP(=O)(OC)c1nc(-c2ccc([N+](=O)[O-])cc2)oc1N1CCCCC1,-0.1%,-0.1%,/,/,/,/,-0.8%,-21%,21%,/,
COc1ccc(C(=O)N2CCCC(N3CCN(c4ccccc4OC)CC3)C2)c(OC)n1 (stereo not drawn),0.5%,1.6%,/,/,/,/,0.8%,3%,14%,/,
Cc1cccc(CCNc2nc3ccc(C)cc3n3cnnc23)c1,0.1%,2.3%,/,/,/,/,-0.6%,5%,12%,/,

# Bioassay records: PubChem, several laboratories
